HKDC1 inh: HKDC1 hexokinase inhibitors, primary screen, biochemical, fluorescence, uHTS; Q2TB90; 0.16% of 340,000 active; recombinant HKDC1, G6PDH/diaphorase resazurin coupled fluorescence; inhibition, % at 20 µM;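 active = inhibition above about 35% when tested at 20 µM, limit read from the data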;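 also: plate controls were DMSO wells with enzyme for no effect and DMSO wells lacking enzyme for full effect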
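Test system: Recombinant HKDC1 (HK5) hexokinase enzyme, produced in-house | Input: HKDC1 at 5 µg/mL | Buffer or medium: Tris pH 8.0 buffer with MgCl2, Tween-20, BSA, BME | Schedule: 90 min reaction incubation at room temperature, dark | Technique: Resazurin-to-resorufin fluorescence via G6PDH and diaphorase coupling, 525/613 nm | Controls: DMSO wells with and without enzyme mix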
SENP7 inh: SENP7 protease inhibitors, primary screen, biochemical, luminescence, uHTS | Sentrin-specific protease 7 (Homo sapiens), Q9BQF6 | recombinant SENP7, Z-RLRGG-aminoluciferin luminescence, 40 min | inhibition, % at 5 µM | 1.5% of 330,000 active | AID 434973, 2010;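 active = inhibition above about 50% at the single test dose, limit read from the data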;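 also: plate controls were DMSO with enzyme for no effect and no enzyme buffer wells for full effect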
SENP8 block-1: human SENP8 protease inhibitors, primary screen, biochemical, fluorescence, Nedd8 protein substrate, uHTS; Sentrin-specific protease 8 (Homo sapiens), Q96LD8; recombinant SENP8; inhibition, % at 20 µM; 0.64% of 360,000 active; AID 602440, 2012; in the data active = inhibition mostly above about 40%, no sharp cut-off; inactive = mostly below about 27%
Target sequence (Q96LD8 whole entry, looked up): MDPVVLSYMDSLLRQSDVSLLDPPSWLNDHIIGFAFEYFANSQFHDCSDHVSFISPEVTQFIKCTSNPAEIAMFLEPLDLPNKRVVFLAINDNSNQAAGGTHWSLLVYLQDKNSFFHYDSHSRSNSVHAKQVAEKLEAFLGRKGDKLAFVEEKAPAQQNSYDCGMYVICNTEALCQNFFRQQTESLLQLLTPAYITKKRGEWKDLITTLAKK
Apaf-1 inh: inhibitors of human Apaf-1 apoptosome, primary screen, biochemical, DEVD-Rh110 fluorescence, uHTS; 0.71% of 330,000 active; inhibition, % at 20 µM; reconstituted apoptosome caspase-3 activity; AID 489030, 2010; Apoptotic protease-activating factor 1 (Homo sapiens), O14727; active = inhibition of at least 40% at 20 µM;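 also: plate controls were DMSO wells for no effect and DEVD-CHO caspase inhibitor wells for full effect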
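Material: reconstituted apoptosome with Apaf-1, cytochrome c, caspase-9, procaspase-3, dATP / Buffer or medium: pH 7.5 Hepes buffer with CHAPS, BSA, DTT / Also added: cytochrome c with DEVD-Rh110 / Schedule: compound with Apaf-1, dATP, procaspase-3 30 min, then 50 min reaction, room temperature / Technique: rhodamine 110 fluorescence at Ex 480/Em 540 nm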
SENP6 block: SENP6 protease inhibitors, primary screen, biochemical, luminescence, uHTS; Sentrin-specific protease 6 (Homo sapiens), Q9GZR1; Recombinant SENP6 catalytic domain, aminoluciferin luminescence; inhibition, % at 10 µM; 1.8% of 330,000 active; AID 2599, 2010;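 active = inhibition above about 50% at the single tested dose, limit read from the data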;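 also: plate controls were DMSO wells with enzyme for no effect and DMSO wells lacking enzyme for full effect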
Target sequence (Q9GZR1 628-1112 limits assumed): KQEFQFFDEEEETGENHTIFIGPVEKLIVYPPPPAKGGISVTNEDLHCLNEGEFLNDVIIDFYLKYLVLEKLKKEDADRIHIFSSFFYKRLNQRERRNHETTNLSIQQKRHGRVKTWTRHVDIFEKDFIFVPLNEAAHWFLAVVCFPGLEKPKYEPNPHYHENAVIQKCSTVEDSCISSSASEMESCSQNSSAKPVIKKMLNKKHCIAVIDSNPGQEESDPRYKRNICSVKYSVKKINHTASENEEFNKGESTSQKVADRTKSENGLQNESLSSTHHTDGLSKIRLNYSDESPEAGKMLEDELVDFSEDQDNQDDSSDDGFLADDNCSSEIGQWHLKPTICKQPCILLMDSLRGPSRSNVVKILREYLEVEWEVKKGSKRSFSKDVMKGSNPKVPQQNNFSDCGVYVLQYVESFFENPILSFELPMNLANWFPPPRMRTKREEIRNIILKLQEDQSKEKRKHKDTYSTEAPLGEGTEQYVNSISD
NLRP3 yeast inh: NALP3 inflammasome inhibitors in reconstituted yeast, primary screen, luminescence, uHTS. Yeast reconstituted NLRP3/ASC/caspase-1, beta-gal luminescence, 24 h. inhibition, % at 10 µM. 0.39% of 330,000 active;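 active = inhibition of 50% or more; inactive = inhibition below 50%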;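 also: plate controls were induced DMSO wells for no effect and uninduced yeast grown without galactose for full effect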
PfG6PD inh: PfG6PD enzyme inhibitors, primary screen, biochemical, fluorescence intensity, uHTS; 0.78% of 350,000 active; glucose-6-phosphate dehydrogenase-6-phosphogluconolactonase (Plasmodium falciparum 3D7); PfGluPho enzyme, NADPH resazurin-diaphorase fluorescence; AID 504690, 2011; inhibition, % at 20 µM;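 active = inhibition reaching at least a set limit at 20 µM in the primary screen, cut at about 59% in these data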;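 also: 0% = DMSO wells with substrate and 100% = DMSO wells lacking glucose-6-phosphate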
SENP1 inh: human SENP1 catalytic domain inhibitors, primary screen, biochemical, FRET, uHTS; 0.21% of 360,000 active; Sentrin-specific protease 1 (Homo sapiens), Q9P0U3; inhibition, % at 10 µM; recombinant SENP1 catalytic domain, CyPet-SUMO1-YPet FRET cleavage; AID 624204, 2012;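 active = inhibition at least 30% at 10 µM, raw YFP signal under a set limit, fluorescence ratio 0.5 to 1.5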;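 also: 0% = enzyme with DMSO and 100% = no enzyme wells; some results filed as inactive read as strong as hits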
Target sequence (Q9P0U3 419-644 limits assumed): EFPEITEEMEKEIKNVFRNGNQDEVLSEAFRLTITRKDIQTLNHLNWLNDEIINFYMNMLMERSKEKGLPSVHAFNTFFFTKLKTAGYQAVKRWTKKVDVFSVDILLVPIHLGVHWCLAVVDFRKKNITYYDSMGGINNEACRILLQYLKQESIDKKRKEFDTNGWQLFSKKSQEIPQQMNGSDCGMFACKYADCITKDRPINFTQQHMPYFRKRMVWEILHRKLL
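Controls: no-enzyme wells low, DMSO-plus-enzyme wells high control. Test system: human recombinant His6-tagged SENP1 catalytic domain enzyme. Reagent: SFCypet-SUMO1-SFYpet FRET protein substrate, 25 nM final. Doses: one dose per compound, 10 µM, 0.5% DMSO. Detection: FRET, CFP and YFP emission. Timing: 50 min reaction at room temperature.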
SENP8 block-2: SENP8 protease inhibitors, primary screen, biochemical, luminescence; Sentrin-specific protease 8 (Homo sapiens), Q96LD8; purified SENP8, Z-RLRGG-aminoluciferin cleavage; inhibition, % at 10 µM; 1.2% of 330,000 active; AID 2540, 2010; in the data active = inhibition above about 50%
* hit, by the source's call; i = inactive; / = not tested or not shown; & = joins results of further samples.

SMILES	HKDC1 inh	SENP7 inh	SENP8 block-1	Apaf-1 inh	SENP6 block	NLRP3 yeast inh	PfG6PD inh	SENP1 inh	SENP8 block-2
COc1cc(C(=O)OCCc2cc3ccccc3c(=O)o2)cc(OC)c1OC	7	8	5	8	14	20	4	-1	-3
O=C(c1ccc(S(=O)(=O)Nc2ccccc2F)cc1)N1CCC1	-4	12	19	-5	-16	20	-17	2	-12
COc1cccc(NS(=O)(=O)c2cc3c4c(c2)CCC(=O)N4CCC3)c1	-5	-6	26	9	-1	18	-22	3	15
CCCCOc1ccc(C(=O)NCC(=O)NC(C)CCc2ccccc2)cc1 (stereo not given)	-3	27	0	17	47	12	-10	-1	20
CCC1CCc2sc(C(=O)NNC(=S)NCC3CCCO3)cc2C1 (stereo not given)	-1	8	-302	9	-4	20	-17	-8	5
O=C(O)c1cc(S(=O)(=O)N2CCN(C(c3ccccc3)c3ccccc3)CC2)ccc1Cl	9	-1	16	12	-43	21	-7	0	-6
O=C(CCN1C(=O)C2C3C=CC(C3)C2C1=O)Nc1ccccn1 (stereo not given)	1	0	24	-12	-4	-4	3	3	2
S=C(NCCCc1ccccc1)NC1CCCCC1	-2	-6	7	18	-11	24	5	0	-1
O=C(Cn1nc(C(F)(F)F)cc1C1CC1)Nc1ccccc1F	-16	1	15	-1	-7	17	16	3	-3
O=C1c2ccccc2-c2c1cccc2C(=O)N1CCOCC1	1	-5	28	-10	-19	12	8	2	2
CCCn1nnc(NC(=O)c2ccc3ccccc3c2)n1	-3	-14	0	-5	-1	15	11	2	-14
Cc1ccc(CNC(=O)CCOc2ccc(C(C)(C)C)cc2)cc1	0	1	18	1	5	7	-7	0	3
O=C(Nc1ccc2ccccc2c1)c1cccc([N+](=O)[O-])c1	-6	19	20	6	-17	23	16	1	-5
COC(=O)c1c(C)oc2ccc(N(C(=O)c3ccncc3)S(=O)(=O)c3ccc(C)cc3)cc12	1	0	18	27	7	3	3	-10	-1
O=C(COC(=O)Cc1c(Cl)cccc1Cl)NCCC1=CCCCC1	-26	0	19	1	-1	15	6	-1	4
Cn1c(=O)n(C)c2cc([N+](=O)[O-])c(N3CCN(C(=O)c4ccccc4Cl)CC3)cc21	-8	4	13	-3	13	-2	-15	3	-1
CCC(C)c1ccccc1NC(=O)CN(C)CCOc1ccc(Cl)cc1 (stereo not given)	4	-1	19	27	-26	7	-6	-1	46
C=CCOC(=O)Nc1c(C(=O)OC)[nH]c2ccccc12	-3	-9	-361	1	-13	2	14	2	-13
CCOC(=O)N1CCN(C(=O)C(C)c2ccc([N+](=O)[O-])cc2)CC1 (stereo not given)	-8	0	14	-2	-14	13	-7	1	0
O=C(O)c1cn(-c2ccc(N3CCCC3)c(F)c2)c2c(F)c(F)c(F)cc2c1=O	11	-2	-37	26	-2	13	-7	-14	-8
O=C(Nc1ccc2nsnc2c1)N1CCCCCC1	10	13	i	13	-15	14	-14	-9	4
COC(=O)c1cccc(C(=O)Nc2cnc3ccccc3c2)n1	-1	1	10	2	4	32	1	3	-10
COc1ccc(C)cc1NC(=O)c1nc2nc(C)cc(C)n2n1	-3	/	5	/	/	/	-3	2	/
CCC(C)Sc1ccc(-c2nc3ccc(C)cn3c2NCc2ccccc2)cc1 (stereo not given)	-2	-2	-496	25	0	17	14	-47&-21	0
Cc1nc2cc3ccccc3cc2s1	-5	/	5	/	/	/	21	1	/
COc1cccc(/C=N/n2c(-c3cc(C)[nH]n3)n[nH]c2=S)c1O	12	9	-5	-12	-12	11	3	-14	0
CC(C)c1ccc(N(CC(=O)O)S(=O)(=O)c2cccnc2)cc1	-4	-15	4	-3	-9	7	-1	1	-15
CS(=O)(=O)N(CC(=O)NC1CC1)C1CCCCC1	-8	-7	18	1	-9	-3	-13	0	-13
CN(C)S(=O)(=O)c1cccc(NC(=O)CN(CCO)CC(=O)Nc2cccc(S(=O)(=O)N(C)C)c2)c1	1	-3	6	5	7	-3	3	2	-8
Cc1ccc(C2CC(c3ccc(C)cc3)n3nc(N)nc3N2)cc1 (stereo not given)	-5	-1	-328	-3	-1	8	2	3	6
O=C(CCc1ccccc1)NNC(=O)c1ccccc1C(=O)O	-1	0	5	-16	-2	8	0	3	-1
O=c1[nH]c2cc3c(cc2cc1CN(Cc1ccco1)C(=S)NCC1CCCO1)OCCO3 (stereo not given)	-9	4	-356	1	-14	3	-5	-1	-5
CCOC(=O)N1CCN(S(=O)(=O)c2ccc(OC)c3ccccc23)CC1	-3	-1	6	4	-42	14	-7	-1	-5
CCOc1ccc(C(C)=O)cc1COC(=O)CN1C(=O)NC2(CCCC2)C1=O	-3	-4	7	18	-1	15	2	1	5
COc1ccc(CNCc2cc(Cl)ccc2O)cc1	-3	3	18	5	-12	3	4	1	-11
COc1ccccc1N1CCN(C(=O)CN2C(=O)C3CCCCC3C2=O)CC1 (stereo not given)	-9	1	19	4	5	8	-7	1	-5
CCO[C@H]1OC(C(N)=O)=C[C@@H](C)[C@@H]1CCCO	-8	1	13	-10	10	16	-1	2	6
O=C(COC(=O)C1CCN(S(=O)(=O)c2ccc3c(c2)OCCO3)CC1)NC1CCCCC1	-5	-8	18	5	-7	8	-4	1	13
Cc1cc(=O)[nH]c2cc(Cl)ccc12	0	4	0	-24	-8	7	-7	2	-1
O=C(CSc1nc(C2CC2)nc2ccccc12)Nc1ccccc1Cl	-2	7	8	4	5	16	8	2	1
Cc1ccc(C2=NN(C(=O)CCC(=O)O)C(c3cccc([N+](=O)[O-])c3)C2)cc1 (stereo not given)	-5	-24	20	-2	1	4	-9	1	0
O=C(N=C1SC2CS(=O)(=O)CC2N1c1ccccc1)c1cccc([N+](=O)[O-])c1 (stereo not given)	-5	6	7	4	-13	9	-7	1	0
CC1CN(S(=O)(=O)c2cccc(C(=O)NNC(=O)C(C)Oc3ccccc3F)c2)CC(C)O1 (stereo not given)	2	2	4	4	4	4	-19	-1	2
COc1ccc(CCNC(=O)C2CCCN2C(=O)Nc2ccc(F)cc2)cc1OC (stereo not given)	-5	10	9	-8	5	18	15	-1	5
COc1ccc(-c2coc3cc(O)ccc3c2=O)cc1O	-3	1	3	-20	-9	14	4	-29	-12
C=CCOC(=O)C1=C(C)NC(=S)NC1/C=C/c1ccccc1 (stereo not given)	-15	-7	4	15	-1	15	25	-1	0
COc1ccc(C2CC(c3ccc(Br)cc3)=NN2C(=O)CSC2=NCCS2)cc1 (stereo not given)	-1	2	-16	17	5	0	2	-2	-5
Cc1ccc(OCC(=O)NNC(=O)c2cccnc2)cc1	1	6	17	8	9	-12	-14	2	6
CCn1c2ccccc2n2c(=O)c(=O)n(CC(=O)Nc3ccc(C(C)C)cc3)nc12	-5	-1	-56	-5	0	3	-16	-24	3
COCCN1Cc2cccc(C(=O)NCc3cccs3)c2C1=O	2	-6	42*	-20	-4	2	-21	-2	-2
CCc1ccc(NC(=O)C(=O)NNC(=O)COc2cccc(OC)c2)cc1	-9	0	0	-2	8	6	22	1	0
COc1ccccc1NS(=O)(=O)c1cc(NC(=O)Nc2cccc(C)c2)ccc1N1CCCCC1	-7	-4	17	-9	10	-6	19	1	7
COc1ccc(/C=N/NC(=O)c2c([N+](=O)[O-])c(C)nn2C)cc1	4	-7	10	9	4	15	-7	1	-8
Oc1ccc(C=NN=C2c3ccccc3-c3ccccc32)c(O)c1	6	/	32	/	/	/	-17	71*	/
CC1(C)CCc2c([nH]c3ccccc3c2=O)O1	-5	0	13	-9	-10	0	4	-1	1
COc1ccc(/C=C/C(=O)NCC(=O)N2CCC(N(C)CCN3CCOCC3)CC2)cc1OC	5	8	-125	2	2	1	-10	2	0
N#Cc1ccccc1NC(=O)c1cccc(COc2ccc(Cl)cc2Cl)c1	-1	-3	10	11	-6	9	-11	2	-3
O=C(NCc1cccnc1)Nc1ccc(F)cc1F	5	9	20	7	0	3	-6	0	4
CC1(c2nnc(-c3ccccc3)o2)CC(c2ccc([N+](=O)[O-])cc2)=NO1 (stereo not given)	-2	3	28	23	3	22	9	1	3
COC(=O)c1cc(C(=O)OC)[nH]n1	-10	-3	4	-1	10	12	9	1	1
Later entries:
SMILES	HKDC1 inh	SENP7 inh	SENP8 block-1	Apaf-1 inh	SENP6 block	NLRP3 yeast inh	PfG6PD inh	SENP1 inh	SENP8 block-2
CS(=O)(=O)N1CCCC(C(=O)Nc2ccccc2Cl)C1 (stereo not given)	-1	0	11	-14	10	17	-14	6	3
O=C(Nc1ccccc1F)c1coc(=O)c(Br)c1	0	2	-434	-3	-18	6	5	-5	-29
Cc1cccc(Cn2cnc3c(nnn3Cc3ccc(F)cc3)c2=O)c1	3	1	5	5	-6	13	-4	-1	-1
O=C(NCCN1CCOCC1)c1cc2sccc2n1Cc1ccc(Cl)cc1	-5	1	5	-6	-8	9	6	-3	-7
CCc1ccc(NC(=O)Cn2ncn3c(cc4ccccc43)c2=O)cc1	-5	-16	-62	2	-30	28	4	-12	-12
O=C(Nc1ccccc1C(=O)O)c1cc(S(=O)(=O)Nc2cccc(F)c2)ccc1Cl	-1	-1	14	-4	1	5	-7	1	4
CCOCCC(=O)Nc1cc(Cl)ccc1OC	-10	-6	14	-13	1	-8	2	0	-8
COc1ccc(C)cc1NC(=O)CN1C(=O)COc2ccc(C)cc21	-1	-10	16	-3	14	22	-6	2	0
CCOC(=O)c1ccc2c(c1)n(CC)c(C)[n+]2CC	3	-8	3	9	-1	11	4	2	-5
